mcGAS lum: inhibitors of mouse cGAS | 160,000 compounds, 0.15% hits | inhibition, % at 12.5 µM | recombinant cGAS, Kinase-Glo ATP depletion luminescence | Q8C6L5;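 also: 0% = negative control wells and 100% = reference inhibitor with no enzyme activity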
hcGAS lum: blocks human cGAS activity. recombinant h-cGAS, ATP depletion, Kinase-Glo luminescence. 290,000 compounds, 0.081% hits. inhibition, % at 12.5 µM. AID 1259398;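 also: 0% = vehicle reaction and 100% = reaction without DNA for no activity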
Target sequence (Q8N884 whole entry, looked up): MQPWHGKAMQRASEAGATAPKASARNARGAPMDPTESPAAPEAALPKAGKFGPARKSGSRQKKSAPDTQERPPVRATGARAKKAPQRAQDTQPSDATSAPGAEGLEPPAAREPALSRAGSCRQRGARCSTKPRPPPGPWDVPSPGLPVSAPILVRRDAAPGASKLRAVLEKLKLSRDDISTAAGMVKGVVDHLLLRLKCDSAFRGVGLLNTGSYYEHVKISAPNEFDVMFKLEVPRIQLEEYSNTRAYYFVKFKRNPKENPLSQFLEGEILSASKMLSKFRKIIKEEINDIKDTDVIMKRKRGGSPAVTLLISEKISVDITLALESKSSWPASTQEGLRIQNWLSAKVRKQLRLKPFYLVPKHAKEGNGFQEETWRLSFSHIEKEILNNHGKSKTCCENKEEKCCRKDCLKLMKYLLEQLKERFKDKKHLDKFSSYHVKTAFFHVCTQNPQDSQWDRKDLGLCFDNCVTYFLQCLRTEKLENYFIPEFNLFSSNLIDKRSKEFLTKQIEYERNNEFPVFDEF
NPYLR7 ag: mosquito NPYLR7 agonism. HEK293T NPYLR7/Galpha15, GCaMP6s calcium fluorescence. activation, % at 10 µM. 270,000 compounds, 0.15% hits; in the data active = activation above about 40%;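 also: 0% = vehicle and 100% = reference agonist at the receptor; some compounds past the cut are filed as inactive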
Starred values were filed as active, the others as inactive; · = no result given. Rule as the data show it, unless noted: active = inhibition above about 40%; inactive = the rest.

Sequence of screens: mcGAS lum	hcGAS lum	NPYLR7 ag
1	CCN(CC)c1ccc(CN(CC2CCCO2)C(=O)Nc2ccccc2OC)c(OS(C)(=O)=O)c1 (configuration not stated)
    -4	-1	1
2	CCn1cnnc1CN(C)C(=O)Cc1csc(-c2ccccc2)n1
    -9	-4	5
3	CCOC(=O)c1[nH]c(C)c(C(=O)N2CCCC(C(=O)c3ccc(OC)c(F)c3)C2)c1C (configuration not stated)
    ·	-3	7
4	Cc1ccc2oc(C(=O)NCCCCOc3ccc(F)cc3)cc(=O)c2c1
    -4	-5	17
5	COc1ccccc1CC(=O)Nc1sc2c(c1C(N)=O)CCC2
    -8	-12	12
6	Cc1ccc(NC(=O)c2cc3cc(Cl)ccc3oc2=N)cc1
    -6	-2	-6
7	CNC(=O)C1CCN(C(=O)COc2cccc(C)c2C)CC1
    ·	2	-1
8	CC(C)N(Cc1nnc(-c2ccccc2)o1)C(=O)c1ccc2ccccc2c1
    -6	-3	-6
9	CNC(=O)CN1C(=O)CN(C(=O)OCC(C)(C)C)CCC(OC)c2ccccc21 (configuration not stated)
    2	4	-2
10	COC(=O)c1ccc(NC(=O)c2c(F)cccc2F)c(Cl)c1
    -15	-3	5

Next section
Sequence of screens: mcGAS lum	hcGAS lum	NPYLR7 ag
11	CCCCCCc1ccc(C(=O)N2CCSC2c2ccc(C)cc2C)cc1 (configuration not stated)
    -6	-5	16
12	CCCCS(=O)(=O)N1CCN(c2ccc(Nc3ccccn3)nn2)CC1
    ·	-6	12
13	Cc1cc(C)n(CC(=O)NCc2ccc(Cl)cc2)c(=O)c1C#N
    -7	-4	6
14	COc1ccc(-c2c[nH]c(=S)n2C)cc1
    -1	-1	-8
15	Cc1cccc(CN2CCCC3(CCN(C4CCSCC4)C3)C2=O)c1 (configuration not stated)
    ·	-11	15
16	CC(C)CNC(=O)c1cnn(-c2cccc(Cl)c2)c1-c1ccccc1
    -3	-3	·
17	Cc1cc2ccccc2n1CCNC(=O)NC1CC(=O)N(c2ccc3c(c2)OCCO3)C1 (configuration not stated)
    -8	-7	2
18	CC(=O)Cn1c(=O)c2c(nc3n(-c4ccc(Cl)cc4)c(C)cn23)n(C)c1=O
    ·	-6	-1
19	Cn1cc(C(=O)Nc2ccc(OC(F)(F)F)cc2)c2[nH]c(=O)n(-c3ccccc3)c(=O)c21
    ·	-5	3
20	Cc1oc(-c2ccccc2Cl)nc1CN(C)Cc1cccc2ncccc12
    -4	-5	-9

2 of the compounds above, in transposed form.
17. Cc1cc2ccccc2n1CCNC(=O)NC1CC(=O)N(c2ccc3c(c2)OCCO3)C1 (configuration not stated)
18. CC(=O)Cn1c(=O)c2c(nc3n(-c4ccc(Cl)cc4)c(C)cn23)n(C)c1=O

compound no.	17	18
mcGAS lum	-8	·
hcGAS lum	-7	-6
NPYLR7 ag	2	-1

(listing goes on)
Sequence of screens: mcGAS lum	hcGAS lum	NPYLR7 ag
21	COCc1ccc(C(=O)NC2CCCc3c2cnn3-c2cc(C)cc(C)c2)s1 (configuration not stated)
    -13	-9	7
22	O=C(CSc1nc(=O)n(CCCO)c2c1CCC2)N1CCCC1
    -9	-8	-8
23	Cc1[nH][nH]c(=O)c1CC(=O)N(C)Cc1ccc2nsnc2c1
    ·	-7	3
24	COC(=O)c1ccc(N=C2SC(C(=O)Nc3ccccc3F)CC(=O)N2C)cc1 (configuration not stated)
    -5	-6	3
25	O=C(CCCc1ccccc1)NCc1nnnn1C1CCCCC1
    -9	-8	11
26	CCCCc1ccc(S(=O)(=O)N2CCN(c3nccc(-c4cccc(C(F)(F)F)c4)n3)CC2)cc1
    -9	-8	5
27	Cc1nc(SCC(=O)N2CCCCC2)c2c(C)c(C)sc2n1
    ·	-3	3
28	COc1ccc(C(=O)NCc2nnc(SCC(=O)Nc3nccs3)n2-c2ccc(Br)cc2)c(OC)c1
    ·	-5	-5
29	CCC1CN(CC(=O)NCC2CCCN(CCc3ccccc3)C2)Cc2cc(OC)ccc2O1 (configuration not stated)
    -10	-5	2
30	COc1ccccc1-n1c(C)nnc1SCc1ccc(C(=O)N2CCOCC2)cc1
    -1	0	-6

Other structures
Sequence of screens: mcGAS lum	hcGAS lum	NPYLR7 ag
31	Cc1cccc(NC2=C(n3nnc4ccccc43)C(=O)c3ccccc3C2=O)c1
    ·	-6	1
32	Cc1cnn(CCCNC(=O)C2CSCN2C(=O)C(C)(C)C)c1 (configuration not stated)
    ·	-15	1
33	N#Cc1c(NC(=O)c2cccc(Cl)c2)sc2c1CCCC2
    -7	-7	4
34	CCCCN(C(C)=O)c1c(CC)nc2ccc(C(=O)NCCNC(C)=O)cn12
    -6	-6	-5
35	COc1ccc(-c2c(C)nn3c(N4CCN(C)CC4)cc(C)nc23)cc1OC
    -8	-9	3
36	COCC(=O)N1CCCC(C(=O)N(C)Cc2cc(C(C)(C)C)n[nH]2)C1 (configuration not stated)
    -16	0	8
37	CN(C)c1ncc(CN2CCCC(N3CCN(Cc4ccc5c(c4)OCO5)CC3)C2)s1 (configuration not stated)
    ·	-8	13
38	CN(Cc1cc2n(n1)CCNC2)Cc1cc(-c2ccccn2)no1
    -15	5	3
39	COC(=O)c1ccc(COC(=O)c2ccc(OC)cc2)cc1
    ·	-6	4
40	O=C(c1csc(CSc2nnc(-c3ccncc3)n2-c2ccccc2F)n1)N1CCN(C/C=C/c2ccccc2)CC1
    -5	-8	-3

Values in list order from the entries so far:
hcGAS lum, nos. 31–40 → -6, -15, -7, -6, -9, 0, -8, 5, -6, -8
NPYLR7 ag, nos. 31–40 → 1, 1, 4, -5, 3, 8, 13, 3, 4, -3
mcGAS lum, nos. 31–40 → ·, ·, -7, -6, -8, -16, ·, -15, ·, -5

Further records
Sequence of screens: mcGAS lum	hcGAS lum	NPYLR7 ag
41	COc1cc(COc2ccc(-c3nnco3)cc2)ccc1OC(F)F
    ·	-2	-1
42	Cc1ccc(C(CN2CCOCC2)NC(=O)COc2ccc(C)cc2C)cc1 (configuration not stated)
    -7	-6	13
43	CCOC(=O)c1nn(-c2ccc(C)cc2)c(=O)c2c(NC(=O)CCc3ccccc3)scc12
    -5	-4	3
44	O=C(O)[C@H]1C[C@H](C(=O)NCc2ccccn2)CN(C2Cc3ccccc3C2)C1
    ·	0	6
45	Cc1nc(C2CCN(Cc3ccn(-c4ccc(F)cc4)n3)CC2)no1
    ·	-8	0
46	CCCCCN(CC(=O)N(Cc1ccccc1)Cc1cccn1Cc1cccc(OC)c1)C(=O)C1CC1
    -5	-3	8
47	COc1cccc(C(C)N(C)C(=O)CCc2nnc(Cc3c[nH]c4ccccc34)o2)c1 (configuration not stated)
    ·	-9	6
48	CC1CCCCN1CCC1CCN(C(=O)C2CCN(S(C)(=O)=O)CC2)CC1 (configuration not stated)
    -17	-10	-3
49	COC[C@]1(O)CCN(C(=O)CN2CCCN(C)CC2)CC1(C)C
    -7	-12	·
50	Cc1ccccc1C(C(=O)N1CCCN(C)C2(CCN(C)CC2)C1)N(C)C (configuration not stated)
    -12	-5	7

Complete entries as entered above. Order of screens: mcGAS lum	hcGAS lum	NPYLR7 ag
Entry for CCCCCN(CC(=O)N(Cc1ccccc1)Cc1cccn1Cc1cccc(OC)c1)C(=O)C1CC1 → -5	-3	8
Entry for Cc1ccccc1C(C(=O)N1CCCN(C)C2(CCN(C)CC2)C1)N(C)C (configuration not stated) → -12	-5	7
Entry for CCOC(=O)c1nn(-c2ccc(C)cc2)c(=O)c2c(NC(=O)CCc3ccccc3)scc12 → -5	-4	3
Entry for COc1cccc(C(C)N(C)C(=O)CCc2nnc(Cc3c[nH]c4ccccc34)o2)c1 (configuration not stated) → ·	-9	6
Entry for Cc1nc(C2CCN(Cc3ccn(-c4ccc(F)cc4)n3)CC2)no1 → ·	-8	0

Next results follow:
Sequence of screens: mcGAS lum	hcGAS lum	NPYLR7 ag
51	CC(=O)Nc1ccc(-n2ccc3c(cnc4ncnn43)c2=O)cc1
    ·	1	-3
52	COC(=O)Cn1c(=NC(=O)C2=COCCO2)sc2ccccc21
    ·	-4	2
53	Cc1nc(-n2nc(-c3cccs3)cc2NC(=O)c2ccccc2F)[nH]c(=O)c1C
    ·	-11	-3
54	N#Cc1cccc(OCC(=O)Nc2ccccc2Br)c1
    ·	-12	6
55	CCC(C)c1ccccc1OCC(=O)N1CCC2(CC1)C(=O)NCCN2C (configuration not stated)
    -15	-4	7
56	COCc1ccc(CNC(C)c2cnc(N3CCCCCCC3)nc2C)o1 (configuration not stated)
    ·	-3	4
57	Cc1ccc2[nH]cc(-c3nc(C)cnc3C)c2c1
    -13	0	6
58	Cc1ccc(-n2ncc3c(=O)n(NC(=O)c4ccc(C(C)(C)C)cc4)cnc32)cc1
    ·	-11	2
59	CNc1cncc(-c2ccc(O)cc2)n1
    ·	-4	1
60	O=c1c(Cl)c(Cl)cnn1-c1ccc(NCC2CCOC2)c(Cl)c1 (configuration not stated)
    ·	-6	4

Other records.
Sequence of screens: mcGAS lum	hcGAS lum	NPYLR7 ag
61	COc1ccc(CC2c3c(cnn3C)C(=O)N2CC2CCOCC2)cc1 (configuration not stated)
    ·	1	-3
62	COc1cccc2cc(-c3nnc(Nc4ccc(Cl)cc4Cl)s3)c(=O)oc12
    -2	-1	-7
63	CC(=O)N(CCc1ccc(F)cc1)CC1=CCCN(CCO)C1
    ·	-5	6
64	Cc1ccc2ncn(C3CCN(C(=O)CCCc4ccccc4)CC3)c2c1
    -5	-3	-6
65	COc1ccccc1C(=O)N1CCC(C(=O)NC2CCC(N(Cc3cccc(C)c3)C(=O)c3ccc(F)cc3)CC2)CC1 (configuration not stated)
    -4	-5	36
66	CC(Sc1ccccc1F)C(=O)N(C)C (configuration not stated)
    ·	-5	-4
67	CCOC(=O)c1cnc(SC)nc1N1C[C@H]2C[C@H](O)[C@@H](O)C[C@H]2C1
    ·	-3	6
68	O=C(/C=C/c1cccs1)N(Cc1ccncc1)c1nc2c(F)cccc2s1
    -6	-8	-3
69	Brc1cc(CN2CCOCC2)c(-c2ccccc2)s1
    ·	-7	-8
70	Cn1cc(OCc2ccc(F)cc2)c(=O)cc1C(=O)N1CCc2ccccc21
    ·	-4	3

Carrying on.
Sequence of screens: mcGAS lum	hcGAS lum	NPYLR7 ag
71	CC(C)(C)OC(=O)N1C(C(=O)NC2CCOC2=O)CSC1c1cccc(Br)c1 (configuration not stated)
    -2	-5	7
72	CCn1nccc1C(=O)N(Cc1ccccc1)c1nc2c(F)cc(F)cc2s1
    -6	-5	3
73	COC(=O)CCCNC(=O)C12CC3CC(CC(C3)C1)C2
    ·	0	2
74	NC(=O)c1ccc(CN2CCN(c3ccccc3O)CC2)cc1
    ·	-6	-1
75	CCOc1ncccc1CN1CCC(C(=O)Nc2ccccc2OC)CC1
    3	2	0
76	Cc1cc(C)nc(NNS(=O)(=O)c2c(F)cc(F)cc2Br)n1
    ·	-11	14
77	On1c(-c2ccco2)nc2c1CCc1nonc1-2
    ·	-8	14
78	c1ccc(Cn2ccnc2CSc2nnc(-c3ccc4ccccc4n3)o2)cc1
    -4	-10	3
79	Cc1ccc(C=Nc2sc3c(c2C#N)CCC(C)C3)o1 (configuration not stated)
    -3	-6	12
80	CCn1nc(C)c(CNC(=O)CCc2nnc(-c3ccc(-c4ccccc4)cc3)o2)c1C
    -9	-8	-1

(cont.)
Sequence of screens: mcGAS lum	hcGAS lum	NPYLR7 ag
81	COc1ccc(/C=C/C2=NC(=C\C=C\c3ccccc3)/C(=O)O2)cc1
    -1	0	1
82	C=CCNC(=O)N1CCN(C(C(=O)NCCCN2CCOCC2)C2CCCC2)CC1 (configuration not stated)
    -7	-8	14
83	CCCNC(=O)Nc1cc(C)on1
    ·	-2	-5
84	O=C(Cn1nc(C2CC2)c2cnn(-c3ccccc3)c2c1=O)N1CCOCC1
    ·	-9	8
85	CC1CCCCN1CCNC(=O)c1cc(F)cc(F)c1 (configuration not stated)
    ·	-9	3
86	CC(=O)c1ccc(N=Cc2nc(-c3ccccc3)oc2O)cc1
    -6	-4	5
87	CCc1ccc2nc(NC(=O)N(C)CC(C)(C)O)sc2c1
    ·	-4	-2
88	Cc1onc(C(=O)N2CC[C@H](CO)[C@H](N(C)C)C2)c1CN1CCCC1
    -6	-13	·
89	O=C(O[C@H]1CN2CCC1CC2)N1CCc2ccccc2[C@@H]1c1ccccc1
    -11	-11	9
90	COc1ccc(-c2nnc3ccc(SCC(=O)Nc4nc5ccc(C)cc5s4)nn23)cc1
    -5	-5	14

Part of the list above in order of count of non-hydrogen atoms, ascending:
Sequence of screens: mcGAS lum	hcGAS lum	NPYLR7 ag
87	CCc1ccc2nc(NC(=O)N(C)CC(C)(C)O)sc2c1
    ·	-4	-2
86	CC(=O)c1ccc(N=Cc2nc(-c3ccccc3)oc2O)cc1
    -6	-4	5
89	O=C(O[C@H]1CN2CCC1CC2)N1CCc2ccccc2[C@@H]1c1ccccc1
    -11	-11	9
84	O=C(Cn1nc(C2CC2)c2cnn(-c3ccccc3)c2c1=O)N1CCOCC1
    ·	-9	8

Additional results:
Sequence of screens: mcGAS lum	hcGAS lum	NPYLR7 ag
91	CCOC(=O)C1=C(COC(=O)c2ccco2)NC(=O)NC1CC (configuration not stated)
    ·	-3	2
92	CCN(CC)C(=O)Oc1ccc2c(ccn2Cc2ccccc2Br)c1-c1cc(Cl)cc(Cl)c1
    -7	-3	4
93	Cc1nc2ncccn2c1C(=O)N1CCC(c2cc(C(C)C)n[nH]2)CC1
    ·	-1	15
94	COc1ccc(-c2cc(NS(=O)(=O)c3cnc[nH]3)n(C3CCS(=O)(=O)C3)n2)cc1 (configuration not stated)
    -8	-8	-1
95	CC1=C(C(=O)Nc2ccccc2C(F)(F)F)C(c2ccccc2Cl)NC(=O)N1C1CC1 (configuration not stated)
    ·	-6	-1
96	Oc1oc(-c2ccc(Br)cc2)nc1C=Nc1ccc2ccccc2c1
    ·	-2	-2
97	COCc1nc(N2CCN(C(=O)Nc3cccc(C(F)(F)F)c3)CC2)c2c3c(sc2n1)CCCC3
    -2	1	-6

Bioassay records: PubChem, Fisher Drug Discovery Resource Center
